ALOX15B inhib: qHTS Assay for Inhibitors of 15-hLO-2 (15-human lipoxygenase 2) | Potency, µM (series often up to 57.1 µM), for inactives: top-dose activity change, negative = inhibition, actives largely listed as inhibitors | 0.56% of 110,000 active | AID 881, 2007 | purified 15hLO-2, xylenol orange hydroperoxide absorbance | Polyunsaturated fatty acid lipoxygenase ALOX15B (Homo sapiens), O15296; note: potency is the fitted concentration of half-maximal effect; nearly all actives have a fitted effect of over 60% in size; many of its hits are not listed in these tables
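Purified human 15hLO-2 (50 nM) preincubated 15 min with compound, then 45 uM arachidonic acid for 90 min at RT in 25 mM Hepes pH 7.5, 0.01% Triton X-100. Hydroperoxide detected by Fe-xylenol orange; 573/405 nm absorbance ratio.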
PNC assembly inh: High Content Assay for Compounds that inhibit the Assembly of the Perinucleolar Compartment; activity change (PNC), negative = inhibition, % at 10 µM; PC3M PTB-GFP, PNC prevalence imaging, 16 h; hits give low values; 3.1% of 140,000 active; AID 2417, 2010;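 active = readout at or below -70, meaning at least 70% loss of cells showing the perinucleolar compartment, a nuclear body marking cancer cells; inconclusive = readout between -30 and a set limit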;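 note: plate controls were DMSO wells for no effect and camptothecin positive control wells for full effect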
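Read-out is percentage of cells bearing a perinucleolar compartment, from automated 20x imaging of fixed, Hoechst-stained PC3M PTB-GFP cells. Cells were seeded 4 h, then exposed 16 h to compound (23 nl of library stock) in duplicate plates.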
12-hLO inh: qHTS Assay for Inhibitors of 12-hLO (12-human lipoxygenase). Polyunsaturated fatty acid lipoxygenase ALOX12 (Homo sapiens), P18054. purified 12-hLO, xylenol orange hydroperoxide absorbance. Potency, µM (titrated, usually from 57.1 µM), without a hit: top-dose activity change, negative = inhibition, hits mostly inhibitors. 0.12% of 150,000 active. AID 1452, 2008; note: potency is the fitted concentration of half-maximal effect; nearly all actives have a fitted effect of over 55% in size; many of its hits are not listed in these tables
Target sequence (P18054 whole entry, looked up): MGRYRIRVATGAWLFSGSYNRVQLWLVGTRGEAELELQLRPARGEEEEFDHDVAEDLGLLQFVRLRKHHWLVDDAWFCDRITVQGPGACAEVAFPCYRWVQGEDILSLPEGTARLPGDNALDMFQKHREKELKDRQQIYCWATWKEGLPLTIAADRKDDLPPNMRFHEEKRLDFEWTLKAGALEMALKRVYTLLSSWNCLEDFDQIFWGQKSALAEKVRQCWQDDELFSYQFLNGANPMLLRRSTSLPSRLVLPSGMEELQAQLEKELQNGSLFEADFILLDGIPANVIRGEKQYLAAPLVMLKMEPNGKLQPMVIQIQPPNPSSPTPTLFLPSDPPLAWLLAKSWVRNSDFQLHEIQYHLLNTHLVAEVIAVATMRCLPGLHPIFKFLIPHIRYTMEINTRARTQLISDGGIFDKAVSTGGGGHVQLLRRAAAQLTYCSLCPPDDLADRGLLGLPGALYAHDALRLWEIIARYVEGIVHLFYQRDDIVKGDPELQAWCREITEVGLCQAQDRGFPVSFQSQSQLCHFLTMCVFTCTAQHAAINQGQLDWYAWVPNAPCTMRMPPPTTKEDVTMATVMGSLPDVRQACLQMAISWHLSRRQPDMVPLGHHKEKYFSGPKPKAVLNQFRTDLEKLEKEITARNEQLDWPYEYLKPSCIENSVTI
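Purified human 12hLO (150 nM final) was preincubated with compounds for 15 min at room temperature in 25 mM Hepes pH 7.0, 0.01% Triton X-100, then reacted with 40 uM arachidonic acid for 30 min. Hydroperoxide was detected with ferrous iron/xylenol orange.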
IMPase inh: qHTS Assay for Identifying the Cell-Membrane Permeable IMPase Inhibitors. Inositol monophosphatase 1 (Rattus norvegicus), P97697. CHO-M1 cells, IP1 accumulation, HTRF TR-FRET ratio. inhibition (IP1 accumulation), % at 46.1 µM. 120,000 tested, under 10 active. AID 901, 2007; active = well fitted curve in the direction sought with a large enough effect in the signal ratio, not every such curve was filed as active; inconclusive = small, poorly fitted or top-dose-only effect, or a change in a side signal; inactive = no such curve, though single readings can be large or run the other way; the % refers to the signal ratio;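 note: cells stimulated with carbachol in lithium chloride buffer; plate controls were DMSO basal wells for no effect and reference inhibitor wells for full effect; higher means more IMPase inhibition seen as more IP1 and lower FRET ratio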
Target sequence (P97697 whole entry, looked up): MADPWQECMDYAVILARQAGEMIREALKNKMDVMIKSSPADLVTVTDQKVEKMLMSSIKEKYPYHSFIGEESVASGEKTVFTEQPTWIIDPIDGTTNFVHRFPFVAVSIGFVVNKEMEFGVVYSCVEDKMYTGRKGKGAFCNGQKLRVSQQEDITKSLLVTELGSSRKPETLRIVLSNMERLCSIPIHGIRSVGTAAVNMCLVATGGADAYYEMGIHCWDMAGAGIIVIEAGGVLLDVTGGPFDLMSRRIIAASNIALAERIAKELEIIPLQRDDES
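CHO-M1 cells (CHO stably expressing M1 receptor), compound up to 46 uM final, stimulated with carbachol (50 uM as added) in buffer with 50mM LiCl, pH 7.4, 30 min at 37C. Cytosolic IP1 read by TR-FRET; AC50 from Hill fits.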
* hit, by the source's call; ? = inconclusive; . = no result given; [ ] = dose if it differs, or a comment. Unless noted, calls come from the whole dose curve; as a rule, active = well fitted curve in the direction sought with a large enough effect; inconclusive = small, poorly fitted or top-dose-only effect, or another doubt; inactive = no such curve, though single readings can be large; an effect the other way counts as inactive or inconclusive. Unless noted, % is set by controls: 0 for no effect and ±100 for the full control effect.

Start of the data: the first two records (preview)
Results follow in this order: ALOX15B inhib	PNC assembly inh	12-hLO inh	IMPase inh
> COCC(=O)N1CCC2(CC1)CN(C(=O)Nc1ccc(OC)cc1)C2
 : 1%	.	0%	.
> Cc1c(C)c2c(c(C)c1O)CCC(C)(CCCC(C)CCCC(C)CCCC(C)C)O2 (stereo not drawn)
 : -1%	.	-1%	.

The listing, previewed entries included:
Results follow in this order: ALOX15B inhib	PNC assembly inh	12-hLO inh	IMPase inh
> COCC(=O)N1CCC2(CC1)CN(C(=O)Nc1ccc(OC)cc1)C2
 : 1%	.	0%	.
> Cc1c(C)c2c(c(C)c1O)CCC(C)(CCCC(C)CCCC(C)CCCC(C)C)O2 (stereo not drawn)
 : -1%	.	-1%	.
> c1ccc2c(Cn3ccnc3)c[nH]c2c1
 : 8%	?	4%	-13
> C[C@H](C(=O)O)c1n[nH]c(=O)c2ccccc12
 : -2%	-27	-2%	-5
> OC(CSc1c(Cl)cccc1Cl)CN1CCN(c2ccccc2F)CC1 (stereo not drawn)
 : 40%[activator]	?	-4%	0
> O=C(OCn1ncc(Cl)c(Cl)c1=O)c1cccc(C(F)(F)F)c1
 : -3%	?	3%	2
> O=C(COc1ccccc1)N1CCN(c2ncnc3c2cnn3-c2ccccc2)CC1
 : 8%	-97*	6%	6
> COCCn1c(SCCN2CCOCC2)nc2c1c(=O)[nH]c(=O)n2C
 : 9%	18	-11%	7
> CCC(=O)N1CCN(c2ccc(NC(=O)c3c(F)c(F)c(OC)c(F)c3F)cc2)CC1
 : -3%	-1	-2%	-1
> Cc1ccc(S(=O)(=O)N2CCN(CC(=O)N/N=C/c3ccc(Br)s3)CC2)cc1
 : .	-28	-11%	-13
> COc1ccc(NC(=O)CN(C2CCCCC2)S(C)(=O)=O)cc1Cl
 : -5%	?	-2%	2
> COc1cc(C2NC(C(=O)O)Cc3c2[nH]c2ccccc32)cc(OC)c1OC (stereo not drawn)
 : 8%	?	0%	0
> Fc1ccc(CN(C2=NCCN2)c2c(Cl)cccc2Cl)cc1
 : 5%	.	-4%	20
> COc1ccc(OCCCC(=O)NCCc2ccccc2)cc1
 : .	77	-4%	.
> O=C(NC1CCCC1)C(c1ccncc1)N(Cc1cccs1)C(=O)c1csnn1 (stereo not drawn)
 : -12%	-17	-18%	3
> N#CCCCSc1ncccc1-c1nc2ccccc2[nH]1
 : -5%	29	0%	8
> Cc1cc(C)c(CSc2ncc(-c3ccc([N+](=O)[O-])cc3)[nH]2)c(C)c1
 : 26%	58	-22%	13
> CCc1nnc(NC(=O)CSc2nc(-c3ccc(F)cc3)cc(-c3ccccc3)c2C#N)s1
 : .	-5	3%	-17
> O=C(NC(=S)N(Cc1ccccc1)c1ccccn1)C1CC1
 : .	20	-1%	2
> COc1ccc2cc(CN(CCCN3CCOCC3)Cc3nnnn3C3CCCCC3)c(=O)[nH]c2c1
 : 21%	26	1%	0
> Cc1cnc(CNc2ccnc(-c3ccc(N(C)C)cc3)n2)cn1
 : 8%	.	-1%	.
> CCOC(=O)Nc1cc(Br)c2c(c1)OCCO2
 : 10%	15	-6%	11
> O=S(=O)(NCC(c1cccnc1)N1CCN(c2ccccc2F)CC1)c1cccs1 (stereo not drawn)
 : 2%	-12	-2%	0
> Cc1ccccc1Nc1nc(=O)c2cc([N+](=O)[O-])ccc2s1
 : .	30	1%	0
> COC(=O)c1cn(C)c2ccc(S(=O)(=O)N3CCCCC3)cc2c1=O
 : -8%	-8	-2%	-8
> O=C(CSc1nnc(-c2ccc(NS(=O)(=O)c3ccccc3)cc2)o1)NCC1CCCO1 (stereo not drawn)
 : -3%	-12	-3%	-4
> O=C(COC(=O)c1cc(S(=O)(=O)N2CCOCC2)cs1)c1ccccc1
 : 9%	?	-1%	-8
> Cc1ccccc1OCC1CN(CN2CCOCC2)C(=O)O1 (stereo not drawn)
 : 8%	-87*	3%	1
> Cc1ccsc1/C=N/NC(=O)c1cc(-c2ccncc2)nc2ccccc12
 : .	-109*	5%	.
> O=C(Nc1nc2ccccc2s1)c1cc(-c2ccccc2)nn1-c1ccccc1
 : .	11	0%	.
> CC(C)N1C2OC(C3OC4C(O3)N(C(C)C)S(=O)(=O)N4C(C)C)OC2N(C(C)C)S1(=O)=O (stereo not drawn)
 : 0%	31	-1%	-4
> CCCOC(=O)CSC1=C(C#N)C(c2ccccc2Cl)CC(=O)N1 (stereo not drawn)
 : -8%	2	-4%	11
> CCCCc1nc(S(=O)(=O)c2ccc(Cl)cc2)c(N2CCOCC2)o1
 : .	5	-2%	16
> COCC(C)n1c(C)cc(C(=O)CSc2nnc(N)s2)c1C (stereo not drawn)
 : -14%	?	-5%	2
> CCCn1c(C)cc(C(=O)COC(=O)c2ccc(Cl)c(S(=O)(=O)N3CCCC3)c2)c1C
 : -5%	-17	1%	-5
> Clc1ccc(-c2cn3cccnc3n2)cc1
 : 3%	-3	-1%	-10
> Cc1nn(Cc2ccccc2)c(C)c1NC(=O)CCC(=O)O
 : 8%	?	2%	3
> C=CCn1cccc(/C=C/C(=O)c2ccc(C(C)(C)C)cc2)c1=S
 : .	48	-26%	.
> CCn1c(CC(=O)Nc2ccc(C)c(Cl)c2)nnc1SCc1ccc(Cl)c(Cl)c1
 : -15%	-4	2%	-3
> O=C(CCC1CCCC1)N1CCC(N2CCN(c3ccccc3)CC2)CC1
 : 0%	-6	3%	-2
> O=C(Cc1ncc(C(F)(F)F)cc1Cl)N1CCN(c2cccc(Cl)c2)CC1
 : 3%	12	0%	5
> Cc1cccc2cc(C(c3nnnn3C(C)(C)C)N(Cc3ccco3)CC3CCCO3)c(=O)[nH]c12 (stereo not drawn)
 : 30%[activator]	19	-5%	9
> COC(=O)c1csc(C(=O)c2c[nH]c3ccccc23)n1
 : -7%[0.0915 µM]	.	1%[0.00818 µM]	.
> CC1CCCN(CC(=O)Nc2cccc([N+](=O)[O-])c2)C1 (stereo not drawn)
 : .	122	-4%	-5
> Cc1nn(C)c(C(=O)N/N=C/c2cccc3ccccc23)c1Cl
 : .	48	0%	.
> C(=C\c1ccccc1)/CSc1nnc(-c2cccnc2)o1
 : 3%	82	-3%	2
> CCc1nnc(NC(=O)CN2C(=O)c3ccccc3S2(=O)=O)s1
 : 1%	?	-3%	1
> O=C1CC(Sc2nnc(-c3ccccc3)o2)C(=O)N1c1ccccc1 (stereo not drawn)
 : -15%	19	-1%	?
> COc1ccc(NC(=O)CC(C)(C)C)c([N+](=O)[O-])c1
 : -2%[11.4 µM]	-20	0%	9[1.84 µM]
> O=C1NN(c2ccccc2)C(=O)C2C1C1C=CC2C12CC2 (stereo not drawn)
 : .	?	-2%	12
> CCOCCCN1CC(C(=O)NCCc2ccccc2)CC1=O (stereo not drawn)
 : 4%	?	1%	2
> CNC(=O)CSc1nc2nc(C)cc(C)n2n1
 : -1%	-11	6%	-1
> O=C(O)CSc1nnc(-c2ccncc2)n1C1CCCCC1
 : 2%	36	1%	-9
> CCOC(=O)C1CCN(Cc2cn[nH]c2-c2ccccc2)CC1
 : -15%	-9	-5%	4
> O=C(O)CC/C(=C\c1ccc(Cl)c([N+](=O)[O-])c1)c1nc2ccccc2s1
 : .	37	0%	.
> CCCCCC(=O)N/N=C/c1ccc(N(C)C)cc1
 : .	9	3%	-7
> CCOC(=O)C1CCCN(C(=O)C2CCN(S(=O)(=O)c3cnc[nH]3)CC2)C1 (stereo not drawn)
 : -1%	14	-4%	-3
> COc1ccc2[nH]c3c(N4CCC(O)(c5cccc(C(F)(F)F)c5)CC4)ncnc3c2c1
 : 29%	-5	-13%	-5
> COc1cccc(-c2nnc3sc(-c4ccc(C)cc4)nn23)c1
 : 10%	?	-1%	0
> CN1CCN(Cc2nc3ccccc3c(=O)n2Cc2nc(-c3ccccc3F)cs2)CC1
 : .	-26	2%	3

Next part
Results follow in this order: ALOX15B inhib	PNC assembly inh	12-hLO inh	IMPase inh
> CCOC(=O)c1c(NC(=S)Nc2ccc(OC)cc2)sc2c1CCCCC2
 : .	30	-2%	.
> S=C1NCCOCCOCCOCCOCCN1
 : -10%	?	-7%	-4
> Cc1ccc(OCCCOc2cccc3cccnc23)cc1C
 : 57%[activator]	74	-10%	8
> COc1cc(C)c(Cl)cc1S(=O)(=O)n1ccnc1C
 : 2%	?	1%	0
> CCOC(=O)c1c(C)[nH]c(C2=NNC(=Nc3ccc(OCC)cc3)SC2)c1C
 : .	65	-13%	.
> O=C(/C(=C(\[O-])c1ccccc1)[n+]1ccc2ccccc2c1)c1ccc([N+](=O)[O-])cc1
 : .	?	22%	.
> Cc1ccccc1Nc1cc(=O)oc2ccccc12
 : -2%	-23	-6%	3
> Cc1cccc(N2CCN(CC(O)COCc3cccs3)CC2)c1C (stereo not drawn)
 : .	-115*	-4%	-9
> Cc1cc(C)c(C(=O)Nc2ccc(S(=O)(=O)Nc3onc(C)c3C)cc2)c(C)c1
 : -7%	-18	-1%	2
> COC(=O)Cn1c(C)nc(=O)c(-c2ccccc2)c1C
 : 4%	15	-1%	2
> COc1cccc(-c2nnc(NC(=O)c3ccc(Cl)s3)o2)c1
 : .	45	2%	.
> COc1ccc2nc(C)c3c(c2c1)OC(C)C3 (stereo not drawn)
 : -2%	-10	-4%	-13
> Cc1ccc(-c2cc(-c3ccccc3C)[nH]n2)c(O)c1
 : .	26	-29%	10
> CCCOC(=O)Nc1ccc(S(=O)(=O)Nn2cnnc2)cc1
 : 2%	35	-5%	-2
> COC(=O)C1=C(CSc2nncn2C)NC(=O)NC1c1ccc(F)cc1 (stereo not drawn)
 : -1%	17	1%	-6
> COc1ccc(-c2c(C)n([O-])c3c([n+]2=O)CCCC3)c(OC)c1
 : -1%	0	-1%	-2
> C=CCn1c(SCC(=O)NCCC2=CCCCC2)nc2ccc(Cl)cc2c1=O
 : 4%	-4	4%	3
> CCOc1ccc(C2C(C(=O)OC)=C(C)N=C3SCCC(=O)N32)cc1OCC (stereo not drawn)
 : 0%	18	-4%	7
> c1cc(NNc2cccc(-c3nn[nH]n3)c2)cc(-c2nn[nH]n2)c1
 : -7%[11.4 µM]	.	1%[11.4 µM]	.
> CN(C)c1ccc(NC(=O)N2CCOCC2)cc1
 : .	?	-25%	?
> Cc1cc(SCC(=O)Nc2ncc(Cl)cc2Cl)nc2ccccc12
 : .	2	3%	-28
> N#CCCn1c(SCC(=O)N2CCN(S(=O)(=O)c3ccccc3)CC2)nc2ccccc21
 : 16%	46	-1%	16
> Cc1cc2ccccc2n1CCNC(=O)Cc1cccc2ccccc12
 : 2%	-108*	-9%	?
> O=C(NC(=S)N(Cc1ccccc1)c1ccccn1)C1CCCCC1
 : .	-103*	-20%	.
> O=C(O)c1cccc(COCC(F)(F)C(F)F)c1
 : 1%	?	1%	4
> COc1ccc2oc(=O)c(C(=O)N3CCN(c4ccccc4)CC3)cc2c1
 : -4%	27	-1%	4
> O=C1c2ccccc2S(=O)(=O)N1CC1CC(c2ccccc2)=NO1 (stereo not drawn)
 : 10%	-17	-5%	?
> Cc1ccccc1-c1nc(NCc2cccnc2)c2ccccc2n1
 : 9%	.	0%	.
> Cc1ccc(NC(=O)CN2C(=O)CSC2=O)cc1
 : .	?	-4%	5
> CC(C)CCNC(=O)CN(C(=O)Cn1nnc(-c2ccccc2F)n1)c1cccc2c1CCCC2
 : -8%	0	-8%	-2
> COc1ccc(-c2nnc3n(CCc4ccccc4)c(=O)c4ccccc4n23)cc1OC
 : .	15	3%	1
> COC(=O)c1ccsc1NC(=O)CSc1nnnn1-c1ccccc1SC
 : -6%	25	-1%	7
> CCCCCCC(=O)Nc1nc(C)c(-c2csc(Nc3cc(OC)ccc3OC)n2)s1
 : -6%	-6	-21%	11

Bioassay records from PubChem BioAssay.

The order is random; 3.1% or so of the library scored in one or more.
